From PubChem BioAssay
IL1B secr inh: qHTS for Inhibitors of Inflammasome Signaling: IL-1-beta AlphaLISA Primary Screen; THP-1 LPS/ATP IL-1B secretion, AlphaLISA, 16 h; hits give low values; activity change, % at 57.5 µM; 360,000 compounds, 4.7% hits; AID 743279, 2014; in the data active = activity change below about -50%; inconclusive = mostly about -30% to -49%; also: % is scaled to controls: 0 for no effect and ±100 for the full control effect
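Secreted IL-1B measured by AlphaLISA bead assay after 16 h compound exposure of THP-1 cells; compounds (final up to 57.5 uM) added 1 h before LPS (250 ng/mL) and ATP (1.25 mM) stimulation; lower signal means less secretion.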
ATXN2 expr inh: Primary qHTS for Inhibitors of ATXN expression | HEK-293 ATXN2-luciferase reporter, luminescence, 24 h | Potency, µM (highest dose often 57 µM), inactives show at the highest dose activity change, negative = inhibition, most hits filed as inhibitors | 360,000 compounds, 0.72% hits; also: potency is read from the fitted curve at half-maximal effect; % is scaled to controls: 0 for no effect and ±100 for the full control effect; nearly all actives have a fitted effect of over 55% in size
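qHTS (up to 57 uM final) was run with 24 h compound exposure of reporter cells at 37 °C. Each well was multiplexed: SteadyGlo luminescence measured ATXN2-luciferase expression after a fluorogenic Gly-Phe-AFC viability readout (25 uM final).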
WRN helicase inh: qHTS for Inhibitors of WRN Helicase. Bifunctional 3'-5' exonuclease/ATP-dependent helicase WRN (Homo sapiens), Q14191. WRN helicase unwinding, fluorescent forked duplex, kinetic. Potency, µM (top dose mostly 114 µM), inactives show top-dose activity change, negative = inhibition, actives largely listed as inhibitors. 360,000 compounds, 0.46% hits; also: potency is read from the fitted curve at half-maximal effect; % is scaled to controls: 0 for no effect and ±100 for the full control effect; nearly all actives have a fitted effect of over 55% in size
Target sequence (Q14191 whole entry, looked up): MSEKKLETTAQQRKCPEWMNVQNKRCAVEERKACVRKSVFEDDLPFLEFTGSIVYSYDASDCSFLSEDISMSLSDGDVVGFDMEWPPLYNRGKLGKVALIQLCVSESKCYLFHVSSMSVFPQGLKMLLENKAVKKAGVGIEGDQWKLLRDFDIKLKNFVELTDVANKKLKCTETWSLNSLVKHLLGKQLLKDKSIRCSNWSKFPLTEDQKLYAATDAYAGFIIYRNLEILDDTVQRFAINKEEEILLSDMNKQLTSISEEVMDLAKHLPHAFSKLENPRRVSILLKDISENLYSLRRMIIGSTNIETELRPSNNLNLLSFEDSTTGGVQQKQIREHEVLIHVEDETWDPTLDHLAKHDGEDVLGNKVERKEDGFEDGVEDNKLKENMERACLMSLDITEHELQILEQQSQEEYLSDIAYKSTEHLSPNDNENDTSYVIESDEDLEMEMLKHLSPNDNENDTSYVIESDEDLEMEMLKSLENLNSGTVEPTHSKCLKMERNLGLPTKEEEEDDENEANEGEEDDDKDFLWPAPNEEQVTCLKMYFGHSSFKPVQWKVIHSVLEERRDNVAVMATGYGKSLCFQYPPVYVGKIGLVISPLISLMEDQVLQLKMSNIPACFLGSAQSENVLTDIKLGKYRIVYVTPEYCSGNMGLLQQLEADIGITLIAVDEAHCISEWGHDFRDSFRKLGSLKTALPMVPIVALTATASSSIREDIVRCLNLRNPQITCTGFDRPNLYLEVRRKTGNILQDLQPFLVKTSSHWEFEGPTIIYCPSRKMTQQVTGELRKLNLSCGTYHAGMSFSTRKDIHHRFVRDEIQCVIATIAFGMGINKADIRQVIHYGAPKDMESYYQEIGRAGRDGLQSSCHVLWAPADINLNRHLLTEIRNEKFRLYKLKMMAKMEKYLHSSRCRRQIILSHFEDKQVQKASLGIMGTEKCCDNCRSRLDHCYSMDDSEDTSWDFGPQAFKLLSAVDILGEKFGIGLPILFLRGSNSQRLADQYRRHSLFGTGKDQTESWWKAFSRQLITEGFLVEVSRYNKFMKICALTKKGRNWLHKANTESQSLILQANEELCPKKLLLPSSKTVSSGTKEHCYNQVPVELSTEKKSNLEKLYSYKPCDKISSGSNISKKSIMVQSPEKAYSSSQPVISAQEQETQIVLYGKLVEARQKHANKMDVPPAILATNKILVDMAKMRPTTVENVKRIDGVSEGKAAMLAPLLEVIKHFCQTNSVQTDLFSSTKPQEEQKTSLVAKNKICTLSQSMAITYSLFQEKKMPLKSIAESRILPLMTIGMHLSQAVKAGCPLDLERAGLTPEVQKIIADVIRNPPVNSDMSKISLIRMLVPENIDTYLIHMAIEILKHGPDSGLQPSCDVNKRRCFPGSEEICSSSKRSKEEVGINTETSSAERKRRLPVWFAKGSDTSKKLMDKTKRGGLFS
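Kinetic fluorescence helicase assay: unwinding of a quenched forked DNA duplex (100 nM final) with 2 mM ATP final raises red fluorescence (525/598 nm). Compounds sat 15 min at room temperature with 20 nM WRN beforehand.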
KB-3-1 cytotox: qHTS assay for MDR1-selective chemotherapeutics: Primary screen using the parental adenocarcinoma cell KB-3-1 | KB-3-1 viability, CellTiter-Glo ATP luminescence, 72 h | Potency, µM (doses to about 46.1 µM), for the others: at the top dose activity change, negative = cytotoxic, hits mostly cytotoxic | 400,000 compounds, 1.4% hits | AID 1347075, 2019; also: potency is read from the fitted curve at half-maximal effect; % is scaled to controls: 0 for no effect and ±100 for the full control effect; nearly all actives have a fitted effect of over 60% in size
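Multi-concentration cytotoxicity screen in KB-3-1 cells grown in DMEM lacking phenol red with 10% FBS. After 72 h at 37 °C with compound, ATP-dependent luminescence was recorded.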
SW480 rerep: A quantitative high throughput screen for small molecules that induce DNA re-replication in SW480 colon adenocarcinoma cells; AID 624297, 2012; SW480 DNA re-replication, Hoechst DNA content imaging, 48 h; Potency, µM (series often up to 46.1 µM), for inactives: at the highest dose re-replication activation, most hits filed as activators; 340,000 compounds, 1.8% hits; also: potency is read from the fitted curve at half-maximal effect; % of control where 0% means no effect; nearly all actives have a fitted effect of over 55% in size
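SW480 cells exposed to compounds for 48 hr at 37 C, 5% CO2, then Hoechst-stained 40 min. Nuclear DNA content imaged by fluorescence scanning (405 nm excitation, 500-530 nm emission); re-replication scored as increased high-intensity nuclei.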
HT1080-NT tox: qHTS for induction of synthetic lethality in tumor cells producing 2HG: qHTS for the HT-1080-NT fibrosarcoma cell line; HT-1080-NT fibrosarcoma viability, CellTiter-Glo ATP luminescence, 48 h; Potency, µM (titrated, usually from 46.1 µM), for the others: at the highest dose activity, negative = less viability, hits mostly cytotoxic; 360,000 compounds, 1.6% hits; AID 686970, 2013;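 also: NT is the 2HG producing partner of a matched IDH1 knockdown line; potency is read from the fitted curve at half-maximal effect; 0% = DMSO-treated cells and -100% = media-only wells without cells; nearly all actives have a fitted effect of over 55% in size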
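Viability by CellTiter-Glo luminescence after 48 h compound exposure at 37C of HT-1080-NT cells (750/well, RPMI, 5% FBS). % activity scaled between DMSO wells and medium-only wells, then curve-fitted and categorized by curve class.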
KB-V1 MDR tox: qHTS assay for MDR1-selective chemotherapeutics: Primary screen using the drug-selected MDR subline cells KB-V1; AID 1347076, 2019; Potency, µM (highest dose often 46.1 µM), for the others: at the top dose activity change, negative = cytotoxicity, most hits filed as cytotoxic; KB-V1 MDR cells viability, CellTiter-Glo, 72 h; 400,000 compounds, 3.4% hits; also: potency is read from the fitted curve at half-maximal effect; % is scaled to controls: 0 for no effect and ±100 for the full control effect; nearly all actives have a fitted effect of over 60% in size
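qHTS viability screen in drug-selected KB-V1 MDR cells: 72 h compound treatment at 37 degrees C, ATP luminescence end point.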
MCF10A rereplic: A quantitative high throughput screen for small molecules that induce DNA re-replication in MCF 10a normal breast cells. MCF 10A DNA re-replication, Hoechst nuclear intensity, 48 h. Potency, µM (titrated, usually from 46.1 µM), without a hit: top-dose activity, positive = re-replication, most hits filed as activators. 350,000 compounds, 2.9% hits; also: potency is read from the fitted curve at half-maximal effect; % of control where 0% means no effect; nearly all actives have a fitted effect of over 50% in size
HT1080 IDH1KD tx: qHTS for induction of synthetic lethality in tumor cells producing 2HG: qHTS for the HT-1080-IDH1KD cell line; HT-1080 IDH1 knockdown viability, ATP luminescence, 48 h; Potency, µM (series often up to 46.1 µM), inactives show at the top dose activity, negative = toxicity, actives largely listed as cytotoxic; 360,000 compounds, 2% hits;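 also: potency is read from the fitted curve at half-maximal effect; 0% = DMSO wells and -100% = cell-free medium wells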
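% activity derives from luminescence (CellTiter-Glo), normalised to DMSO and no-cell wells. HT-1080-IDH1KD cells, 750/well, had 48 h compound exposure at 37 °C.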
Starred values were filed as active, the others as inactive; u = inconclusive; x = not tested or not shown; [ ] = remark or other dose. Unless noted, calls follow the shape of the dose curve; as a rule, active = well fitted curve in the direction sought with a large enough effect; inconclusive = small, poorly fitted or top-dose-only effect, or another doubt; inactive = no such curve, though single readings can be large; an effect the other way counts as inactive or inconclusive.

| Molecule | IL1B secr inh | ATXN2 expr inh | WRN helicase inh | KB-3-1 cytotox | SW480 rerep | HT1080-NT tox | KB-V1 MDR tox | MCF10A rereplic | HT1080 IDH1KD tx |
| --- | --- | --- | --- | --- | --- | --- | --- | --- | --- |
| COC(=O)c1sccc1NC(=S)Nc1ccc(OC)cc1 | -7.4 | -14.0% | 3.2% | 0.2% | -1.4% | 1.0% | 2.1% | -0.7% | -1.1% |
| O=S(=O)(c1ccc(S(=O)(=O)N2CCOCC2)cc1)N1CCCC1 | 10.2 | -3.0% | -3.2% | 10.5% | -1.0% | 7.1% | u | -6.8% | 17.0% |
| O=C(CN(C(=O)Cn1nnc(-c2cccs2)n1)c1ccc2c(c1)OCCO2)NC1CCCCC1 | -4.7 | -5.8% | -3.5% | 9.6% | -7.4% | -2.0% | -23.0% | -4.5% | 2.4% |
| O=C(COC(=O)COc1cccc(Br)c1)Nc1ccc(F)cc1F | 2.7 | -5.1% | 8.4% | -4.7% | -9.8% | -0.7% | -16.2% | -3.2% | 0.7% |
| CN1CCN(C(=O)c2ccccc2-c2ccccc2C(=O)O)CC1 | 2.4 | 0.1% | -9.2% | 2.1% | -0.4% | 6.1% | 24.0% | 2.5% | 6.1% |
| COc1ccc(/C=C(\NC(=O)c2ccc(OC)cc2)C(=O)Nc2ccc(C(=O)O)cc2)cc1 | 16.0 | -22.2% | -4.3% | 15.7% | -3.2% | 14.5% | 8.3% | 0.8% | 24.6% |
| C=CCSc1nnc(COc2ccc(=O)n(-c3ccccc3)n2)n1CC | -2.2 | -15.8% | -18.5% | -2.3% | 0.9% | 10.0% | -11.5% | -8.0% | 17.1% |
| Cc1cccnc1C(NC(=O)C1CCN(CCCc2ccccc2)CC1)c1ccc(F)cc1 (stereo not drawn) | 10.2 | 2.9% | 5.8% | 0.0% | x | -5.2% | -1.3% | x | -2.0% |
| S=C(NCc1ccco1)Nc1cc(Cl)c(Cl)cc1Cl | -51.8* | -4.1% | u | u | -4.6% | u | -27.3% | u | u |
| Cc1cc(NC(=O)c2ccc(C)s2)n(-c2ccccc2)n1 | 7.1 | -2.9% | -1.3% | 19.0% | 0.9% | 5.1% | -26.7% | -1.5% | 12.4% |
| CCSc1ccccc1C(=O)Nc1nncs1 | -7.6 | 2.5% | -0.1% | -1.6% | -17.1% | 10.3% | 4.5% | -2.1% | 15.3% |
| O=C(NCCCN1CCCC1=O)c1cc(-c2cccnc2)nc2ccc(Cl)cc12 | 25.3 | 8.9% | -3.7% | 9.2% | -1.9% | u | u | -0.7% | -3.5% |
| O=C(c1ccc(Cl)nc1)N1CCN(S(=O)(=O)c2ccccc2)CC1 | -12.2 | -11.1% | 4.3% | 21.3% | -14.5% | 1.0% | 0.0% | 0.5% | -2.2% |
| CCCCCCSc1nsc(N)n1 | -13.2 | 22.6% | -6.3% | -3.1% | -0.4% | -2.1% | 25.8% | 1.2% | -10.0% |
| CCCCN1C(=O)C(CC(=O)NC(c2ccccc2)c2ccccc2)CC(C(=O)N(CC)CC)=C1C (stereo not drawn) | u | 0.8% | 0.8% | -8.2% | x | -10.6% | u | x | -9.2% |
| Oc1cccc(/C=N/Nc2ccc(Cl)nn2)c1O | 126.5 | x | -4.7%[11.6 µM] | 0.2% | u | u | -22.1% | 16.6% | u |
| COc1ccc(CN(CC(=O)NCc2ccco2)C(=O)CCC(=O)Nc2nccs2)cc1 | -6.9 | -6.2% | -14.9% | 8.9% | 0.3% | -0.1% | 1.5% | 20.9% | -3.2% |
| Cc1nc(Cl)sc1C(=O)Nc1ccc(C(F)(F)F)cc1 | -64.6* | 100.5%[activator] | -3.5% | 16.2% | 2.2% | 2.4% | -0.4% | 30.0% | 1.1% |
| O=C(CCc1nnc2ccc(NCc3ccco3)nn12)Nc1ccccc1F | 3.5 | x | -14.6% | 2.4% | -8.3% | -8.7% | 0.0% | 1.8% | 0.0% |
| COc1ccc(CC(C(=O)Nc2cccc(F)c2)c2nn[nH]n2)c(OC)c1 (stereo not drawn) | 6.1 | 4.7% | 4.3% | 3.8% | -5.3% | 4.3% | 2.9% | 2.1% | 2.3% |
| Cc1cccc(NC(=O)c2ccc3[nH]c(=O)c(=O)[nH]c3c2)n1 | 7.2 | x | 1.6% | 0.1% | -25.3% | 8.1% | 15.4% | 13.0% | 6.5% |
| CCOc1cc(/C=N\NC(=O)c2ccc(NC(=O)CC)cc2)ccc1OC(=O)c1ccccc1 | -11.1 | 20µM* | 5.8% | u | u | -4.7% | u | 3.6% | 2.3% |
| COc1ccc2c(C)cc(SCC(=O)Nc3c(C)n(C)n(-c4ccccc4)c3=O)nc2c1 | -11.9 | 2.0% | 9.8% | 2.5% | -0.7% | -16.2% | -9.3% | 3.0% | -8.6% |
| COc1ccc(C(=O)NNS(=O)(=O)c2ccccc2)cc1OC | -1.2 | 75.7% | -4.2% | 12.9% | -17.1% | -0.9% | 0.1% | 1.2% | 0.2% |
| COc1cccc(/C=C2\SC(=N)N(c3ccc(F)cc3)C2=O)c1 | -0.6 | -20.2% | -3.3% | 1.2% | -2.1% | 14.3% | u | -3.4% | 12.3% |
| COc1cccc(CNC(=O)CN2C(=O)CSc3ccc(S(=O)(=O)N4CCCCC4)cc32)c1 | -16.4 | 2.2% | -11.9%[57.1 µM] | 11.4% | -21.4% | -1.4% | u | -0.9% | 0.3% |
| CCO[C@H]1OC(C(=O)N2CCN(Cc3ccc4c(c3)OCO4)CC2)=C[C@@H](C)[C@@H]1CCCO | 26.0 | -1.7% | 8.1% | -13.5% | -57.4%[inhibitor] | -1.2% | 0.0% | 0.8% | -0.8% |
| CC[C@@]12C(=O)N(c3cccc(Br)c3)C(=O)N1[C@H](c1ccc(Br)cc1)[C@@H]1C(=O)N(C(C)(C)C)C(=O)[C@@H]12 | -12.7 | -1.2% | -5.0% | u | -31.7%[inhibitor] | -13.5% | -11.5% | 2.5% | -9.9% |
| COc1ccc(-n2c(O)c(/C=N/NS(=O)(=O)c3ccc(C)c([N+](=O)[O-])c3)c3ccccc3c2=O)cc1OC | -3.4 | x | u | -7.0% | 17.9% | 0.1% | 19.9% | u | 3.3% |
| COc1ccc(C(=O)Nc2cc(-c3ccccc3)nn2-c2ccccc2F)cc1 | u | -5.4% | -9.2% | 0.0% | 5.4% | -16.6% | -5.5% | u | -3.2% |
| O=C(NCCN1CCCCC1)c1ccc2c(c1)OCCO2 | 0.0 | 25.2% | 5.0% | 5.1% | -1.9% | 1.0% | -6.9% | -1.8% | 6.4% |
| Cc1ccc(-c2nnc(N3CCCCC3)c3ccccc23)cc1S(=O)(=O)N(C)C | -57.3* | u | -25.3% | -7.7% | u | 11.4% | -2.9% | u | 2.7% |
| COc1ccc2[nH]c(C(=O)N3CCN(Cc4ccccc4)CC3)cc2c1OC | -28.0 | -23.4% | -9.2% | 1.3% | -0.4% | u | -17.5% | u | -20.4% |
| CC1(Oc2ccc(Cl)cc2)CCN(Cc2cccn2-c2nccs2)C1 (stereo not drawn) | -20.4 | -16.4% | -4.5% | 0.0% | x | -24.5% | 2.8% | x | -3.0% |
| CCOC(=O)c1cc(-c2ccc(OC)cc2)n[nH]1 | -14.1 | x | -2.2% | -1.4% | -12.9% | 14.2% | -20.5% | -1.5% | 7.8% |
| COc1ccc(C2NC(=O)NC(C)=C2C(=O)OC2CCCC(C)C2)cc1 (stereo not drawn) | u | -13.8% | -25.3% | -9.9% | -12.4% | -13.9% | -3.9% | 6.4% | -16.1% |
| CCc1ccc2[nH]c(=O)c(CN(CCCN3CCOCC3)C(=O)Nc3ccc(Cl)cc3)cc2c1 | u | -21.4% | -9.9% | u | u | u | -11.9% | u | u |
| Nc1c(C(=O)NCCN2CCOCC2)c2nc3ccccc3nc2n1-c1ccccc1 | -52.4* | -13.1% | -6.8% | 25.4% | 1.2% | -1.8% | u | 1.4% | -0.5% |
| Cc1noc(C)c1C(=O)OCC(=O)NC1CC1 | 6.0 | 5.7% | -6.8% | 1.9% | -2.7% | -2.6% | 19.7% | -1.2% | 6.4% |
| COc1ccc(CC(=O)NCc2nnc(SCC(=O)Nc3cccc(F)c3)n2C)cc1 | 32.1 | 5.5% | -4.6% | -4.9% | -4.5% | 9.0% | 1.9% | 1.4% | -8.0% |
| NNC(=O)CN1C(c2ccccc2)=Nc2ccc(Br)cc2C1c1ccccc1 (stereo not drawn) | 12.9 | -11.9% | 3.1% | -14.8% | 12.3% | u | -12.0% | 8.2% | u |
